FBW7 act = FBW7 E3 ligase activators, primary screen, biochemical, AlphaScreen, human. AlphaScreen FBW7–phospho-cyclin E peptide binding, activator screen. normalized activity (activation), % at 26.1 µM. 0.13% of 650,000 active. AID 1259310, 2017; in the data active = normalized activity above about 1.9%;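 also: purified mutant Fbw7 with reduced substrate affinity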
Target sequence (Q969H0 whole entry, looked up): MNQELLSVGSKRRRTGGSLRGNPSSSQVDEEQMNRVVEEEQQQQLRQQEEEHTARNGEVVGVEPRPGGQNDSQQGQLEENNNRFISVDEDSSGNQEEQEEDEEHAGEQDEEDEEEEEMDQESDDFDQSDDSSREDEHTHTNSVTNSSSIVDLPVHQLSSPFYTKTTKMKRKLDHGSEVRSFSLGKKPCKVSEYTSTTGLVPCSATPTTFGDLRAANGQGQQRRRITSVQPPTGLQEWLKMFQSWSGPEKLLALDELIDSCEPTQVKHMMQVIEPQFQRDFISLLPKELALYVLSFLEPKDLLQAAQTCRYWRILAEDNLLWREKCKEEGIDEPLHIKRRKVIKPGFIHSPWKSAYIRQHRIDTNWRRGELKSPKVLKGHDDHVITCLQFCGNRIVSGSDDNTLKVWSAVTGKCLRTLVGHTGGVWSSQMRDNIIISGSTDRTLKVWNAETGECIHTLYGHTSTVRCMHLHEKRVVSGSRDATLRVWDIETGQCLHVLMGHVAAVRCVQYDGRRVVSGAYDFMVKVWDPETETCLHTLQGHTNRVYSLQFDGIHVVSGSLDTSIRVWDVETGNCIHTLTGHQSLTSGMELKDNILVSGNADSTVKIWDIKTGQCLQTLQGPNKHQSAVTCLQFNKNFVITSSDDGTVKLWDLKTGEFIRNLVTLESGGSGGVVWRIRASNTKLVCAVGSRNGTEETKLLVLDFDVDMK
TEAD-YAP block = TEAD-YAP interaction inhibition, primary screen, TEAD-YAP interaction inhibitor project, luminescence, HEK-TIYL cells; 1.4% of 640,000 active; inhibition, % at 9.12 µM; AID 1259422, 2018; TEAD-Gal4/YAP UAS-luciferase luminescence; in the data active = inhibition above about 32%;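 also: 0% = median of test compound wells and 100% = reference inhibitor wells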
GPR151 ag = activators of human GPR151, primary screen, cell-based, PathHunter beta-arrestin, luminescence; 1% of 650,000 active; activation, % at 11.2 µM; PathHunter beta-arrestin GPR151 cells; in the data active = activation above about 4.9%;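 also: 0% = median of compound wells and 100% = cells with positive control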
MITF primary = MITF inhibitors, primary screen, biochemical, AlphaScreen, human. AlphaScreen MITF homodimerization, bead proximity signal. 0.91% of 650,000 active. inhibition, % at 2.6 µM; in the data active = inhibition above about 50%;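 also: 0% = vehicle wells with protein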
Numbers without * were called inactive; & = joins results of further samples.

Screens by letter: A = FBW7 act; B = TEAD-YAP block; C = GPR151 ag; D = MITF primary
1) COc1ccc(C2/C(=C(/O)c3ccc(Cl)cc3)C(=O)C(=O)N2CCN(C)C)cc1 (stereo not drawn)
  A: 0.0	B: -5	C: -0.2	D: -5

2) COc1ccc(C)cc1S(=O)(=O)NCCNc1cc(-n2nc(C)cc2C)nc(C)n1
  A: 0.1	B: 6	C: 1.5	D: -5

3) CC(=O)NS(=O)(=O)c1ccc(N=Cc2nc(-c3cccc4ccccc34)oc2O)cc1
  A: -0.2	B: 2	C: -0.8	D: -9

4) CCOC(=O)N1CCC(n2c(SCC(=O)Nc3nccs3)nc3ccsc3c2=O)CC1
  A: -0.1	B: -11	C: 0.8	D: 3

5) O=C(O)c1nc2ccccc2c(C(=O)O)c1-c1ccc(O)cc1
  A: -0.1	B: 6	C: -1.1	D: 9

6) Cc1ccc(N2C(=O)C3CCC(C)CC3C2=O)cc1Cl (stereo not drawn)
  A: 0.1	B: -10	C: 2.2	D: -3

7) COc1cc(C2C(=O)N(C3CCCCC3)CC(=O)N2CC2CCCO2)ccc1O (stereo not drawn)
  A: 0.5	B: -2	C: 0.7	D: 2

8) CC(C)CNc1nc2c(c(=O)[nH]c(=O)n2C)n1C(C)C
  A: -0.1	B: -7	C: -0.8	D: -8

9) CC(O)CNc1nc2c(c(=O)n(C)c(=O)n2C)n1Cc1c(Cl)cccc1Cl (stereo not drawn)
  A: 0.0	B: 6	C: -0.1	D: -5

10) Cc1cccc(C(=O)Nc2cccc(OCC(=O)O)c2)c1
  A: 0.0	B: -1	C: -3.6	D: 0

11) O=C(CSc1cn(Cc2ccc(F)cc2)c2ccccc12)NCc1ccco1
  A: -0.2	B: 6	C: 0.0	D: 0

12) COc1cccc(Nc2nc(-c3cc4ccccc4oc3=O)cs2)c1
  A: -0.1	B: -32	C: 0.0	D: -2

13) CC(=O)Nc1ccc(S(=O)(=O)n2c(C)nc3ccccc32)cc1
  A: 0.1	B: 0	C: -1.4	D: 9

14) CC1CCCCC1NC(=O)CCCn1ncn2c(cc3occc32)c1=O (stereo not drawn)
  A: -0.1	B: -8	C: 0.0	D: 3

15) C[n+]1ccn2cccc2c1-c1ccccc1
  A: 0.1	B: 21	C: -0.1	D: -12

16) COc1cccc(CC(C2CCN(C(=O)c3ccccc3)CC2)N(C)C(=O)C2CC2)c1 (stereo not drawn)
  A: 0.0	B: -4	C: 0.8	D: 3

17) CN1CCN(C(CNS(C)(=O)=O)c2ccc(F)cc2)CC1 (stereo not drawn)
  A: 0.1	B: 0	C: 0.4	D: 8

18) COc1ccc(C2=NN(C(=O)CCCC(=O)O)C(c3ccc(OC)cc3)C2)cc1 (stereo not drawn)
  A: -0.1	B: 12	C: -0.6	D: -5

19) COc1ccccc1CNC1CCC(C)CC1 (stereo not drawn)
  A: 0.2	B: -7	C: 0.2	D: -11

20) FC(F)Oc1ccccc1CN1CCc2nc3cccnc3cc2C1
  A: -0.1	B: 0	C: 2.1	D: -6

21) CC(C)N1C(=O)C(=O)c2ccccc21
  A: -0.2	B: -10	C: -0.1	D: -1

22) COC(=O)C1=C(C)NC(=O)/C1=C\c1cc(C)n(-c2cc(Cl)ccc2Cl)c1C
  A: 0.0	B: -2	C: -1.3	D: 3

23) CCOc1ccc(C(=O)Nc2cccc(NC(=O)c3cccc(Cl)c3)c2)cc1Br
  A: 0.0	B: 1	C: 0.6	D: 3

24) O=C(CSC1=NC(=O)C(c2ccccc2)C(=O)N1)Nc1nc2ccccc2s1 (stereo not drawn)
  A: 0.0	B: -6	C: 3.3	D: 3

25) O=c1c(CN2CCOc3ccc(C(O)c4ccncc4)cc3C2)coc2ccccc12 (stereo not drawn)
  A: -0.1	B: 4	C: -0.6	D: 1

26) Cc1ccc(S(=O)(=O)NC23CC4CC(CC(C4)C2)C3)cc1
  A: 0.1	B: 1	C: 0.3	D: 12

27) CCOC(=O)C1=C(C)N=c2s/c(=C\c3cc(OCC)c(OC)cc3Br)c(=O)n2C1c1ccccc1OC (stereo not drawn)
  A: -0.2	B: 0	C: 0.9	D: -2

28) C=C(C)C1CC=C(C(=O)O)CC1 (stereo not drawn)
  A: -0.1&0.1&0.0	B: -6&0&6	C: -0.4&-2.1&0.0	D: -3&-3&8

29) CCC1(C)N=C(SCC(=O)Nc2ccc(OC)cc2)C(c2ccccc2)=N1 (stereo not drawn)
  A: 0.0	B: 9	C: -0.6	D: 3

30) Nc1cc(Br)c(Br)cc1C(=O)O
  A: 0.3	B: 3	C: -0.5	D: 11

31) CCCCN(C)CCCNC(=O)Cn1nc(-c2ccc(Cl)cc2)ccc1=O
  A: 0.3	B: 11	C: 0.6	D: 17

32) CC(=O)Nc1ccccc1NC(=O)COc1ccc(C)cc1C
  A: 0.2	B: -9	C: 1.2	D: -3

33) COc1ccccc1NC(=O)CN1C(=O)C2CC=C(Cl)CC2C1=O (stereo not drawn)
  A: -0.1	B: 4	C: 3.2	D: 3

34) O=C(/C=C\Nc1ccc(S(=O)(=O)Nc2ncccn2)cc1)c1cccs1
  A: 0.1	B: -24	C: -0.5	D: 3

35) Clc1cccc(-n2cc(-c3ccccc3)c3c(NCCN4CCOCC4)ncnc32)c1
  A: -0.3	B: -7	C: 0.0	D: 2

36) CCOC(=O)CC(=O)CSc1nc(-c2cccs2)cc(-c2ccc(F)cc2)c1C#N
  A: 0.1	B: 13	C: -0.3	D: 6

37) CCCn1c(SCC(=O)NCc2ccccc2)nnc1-c1ccncc1
  A: 0.9	B: -7	C: -1.1	D: 14

38) COc1cccc([C@@H]2C[C@H](C(=O)N3CCCC3)N(C)S(=O)(=O)N2)c1
  A: 0.0	B: 6	C: 0.6	D: 15

39) Cc1c(C(=O)OC(C)C)sc(NC(=O)/C=C/c2cccs2)c1C(N)=O
  A: 0.5	B: -3	C: -0.3	D: 10

40) O=C(COc1ccccc1Cl)NCc1ccc2c(c1)OCO2
  A: 1.1	B: -1	C: -1.8	D: 13

41) CC(C)NC(=O)COC(=O)c1c(F)cccc1Cl
  A: 0.2	B: -4	C: 0.0	D: 6

42) Nc1cccc(-c2cncc(C(=O)NCc3cccc(C(F)(F)F)c3)c2)c1
  A: 0.0	B: 9	C: -1.8	D: 15

43) COc1cc(Br)c(C2C(C(=O)OCCOc3ccccc3)=C(C)NC3=C2C(=O)CC(C)(C)C3)cc1OC (stereo not drawn)
  A: 0.0	B: -3	C: 0.3	D: 0

44) O=C(NCCc1ccccc1)C(=O)Nc1cccc2ccccc12
  A: 0.1	B: 11	C: -1.1	D: -1

45) CCC(C(=O)NCc1ccccc1OC)n1nc(C)n2c(cc3sccc32)c1=O (stereo not drawn)
  A: -0.2	B: -9	C: 0.3	D: -3

46) Nn1c(Cc2ccccc2)nc2sc3c(c2c1=O)CCCC3
  A: 0.0	B: -2	C: 0.0	D: -5

47) C/C(=N/NC(=O)c1ccncc1)c1ccccc1Cl
  A: -0.2	B: -4	C: -0.3	D: -6

48) O=C(Nc1cccc2c1C(=O)c1ccccc1C2=O)c1ccco1
  A: -0.5	B: 0	C: 1.4	D: -11

49) COc1ccc(/C=N/Nc2cn[nH]c(=O)n2)cc1OC
  A: -0.3	B: -8	C: 0.1	D: 8

50) Cn1c(=O)c2c(nc3oc(-c4ccc(Br)cc4)cn32)n(C)c1=O
  A: 0.1	B: -1	C: 0.0	D: 18

Quoted from above, entries 26–28
Screens by letter: A = FBW7 act; B = TEAD-YAP block; C = GPR151 ag; D = MITF primary
26) Cc1ccc(S(=O)(=O)NC23CC4CC(CC(C4)C2)C3)cc1
  A: 0.1	B: 1	C: 0.3	D: 12

27) CCOC(=O)C1=C(C)N=c2s/c(=C\c3cc(OCC)c(OC)cc3Br)c(=O)n2C1c1ccccc1OC (stereo not drawn)
  A: -0.2	B: 0	C: 0.9	D: -2

28) C=C(C)C1CC=C(C(=O)O)CC1 (stereo not drawn)
  A: -0.1&0.1&0.0	B: -6&0&6	C: -0.4&-2.1&0.0	D: -3&-3&8

3 compounds already listed, arranged by SMILES length, descending:
Screens by letter: A = FBW7 act; B = TEAD-YAP block; C = GPR151 ag; D = MITF primary
24) O=C(CSC1=NC(=O)C(c2ccccc2)C(=O)N1)Nc1nc2ccccc2s1 (stereo not drawn)
  A: 0.0	B: -6	C: 3.3	D: 3

5) O=C(O)c1nc2ccccc2c(C(=O)O)c1-c1ccc(O)cc1
  A: -0.1	B: 6	C: -1.1	D: 9

12) COc1cccc(Nc2nc(-c3cc4ccccc4oc3=O)cs2)c1
  A: -0.1	B: -32	C: 0.0	D: -2

Carrying on:
Screens by letter: A = FBW7 act; B = TEAD-YAP block; C = GPR151 ag; D = MITF primary
51) COCCNc1nc2c(N)ncnc2n1C1OC(CO)C(O)C1O (stereo not drawn)
  A: 0.7	B: 10	C: -1.9	D: -1

52) O=C(Oc1c(Cl)cc(Cl)c2cccnc12)N1CCCCC1
  A: 0.3	B: -11	C: 0.9	D: 11

53) O=C1/C(=C\c2ccc(O)cc2)SC(=S)N1Cc1ccco1
  A: -0.2	B: 4	C: -3.1	D: 16

54) O=C(NCc1ccccc1)C1CC12CCN(C(=O)CCOc1ccccc1)CC2 (stereo not drawn)
  A: -0.2	B: -26	C: 1.6	D: 3

55) O=c1[nH]c(N2CCCCC2)nc2c1CCN(Cc1ccccc1F)C2
  A: 0.1	B: 8	C: 0.0	D: 11

56) COc1ccccc1C1CCCN1C(=O)CSc1ccc2nnc(-c3cccnc3)n2n1 (stereo not drawn)
  A: 0.0	B: 7	C: 0.9	D: 4

57) O=C1NC(NS(=O)(=O)c2ccc(Cl)cc2)(C(F)(F)F)C(=O)N1Cc1ccco1 (stereo not drawn)
  A: 0.0	B: -1	C: -0.5	D: 14

58) CN(C)C(=O)Cn1nc(C(=O)O)c2ccccc2c1=O
  A: -0.1	B: -4	C: -0.3	D: 4

59) COc1cccc(C(=O)Nc2ccc(C)cc2Br)c1
  A: 0.2	B: -40	C: -0.3	D: -2

60) CCC1CCCCN1C(=O)c1cc(-c2ccccc2OC)on1 (stereo not drawn)
  A: 0.0	B: -6	C: 3.0	D: -7

61) C=CCC(O)(CC=C)C(C)NC(=O)CCc1nnc(CCc2c[nH]c3ccccc23)o1 (stereo not drawn)
  A: 0.1	B: 1	C: 0.2	D: 6

62) CC(C)COC(=O)c1ccc(NC(=O)c2ccco2)cc1
  A: -0.1	B: -37	C: -0.8	D: 16

63) O=C(OC1CCCCC1=O)c1ccc(Br)o1 (stereo not drawn)
  A: 0.0	B: 0	C: 2.1	D: 7

64) O=C1CCC(N2CCCC2)CCN1Cc1ccccc1Cl (stereo not drawn)
  A: -0.1	B: 0	C: -0.2	D: 0

65) CC(C)CCN1CCNC(=O)C1CC(=O)N1CCN(c2cnccn2)CC1 (stereo not drawn)
  A: 0.0	B: 0	C: 2.3	D: 6

66) O=C(Nc1ccc2oc(-c3cccc4c(Br)cccc34)nc2c1)c1ccc(Br)cc1
  A: -0.2	B: 6	C: -1.1	D: 0

67) CSc1ccc(CC(=O)N2CCC3(CC2)CC3C(=O)NCc2cccc(C)n2)cc1 (stereo not drawn)
  A: 0.1	B: -9	C: 2.1	D: -8

68) O=C(Nc1ccc(Cl)cc1C(F)(F)F)c1cc2n(n1)C(C(F)(F)F)CC(c1ccc3c(c1)OCO3)N2 (stereo not drawn)
  A: 0.0	B: 1	C: 1.3	D: 25

69) CC1=C(C(=O)Nc2ccc(C)c(Cl)c2)C(c2ccccc2O)NC(=O)N1 (stereo not drawn)
  A: 0.0	B: -8	C: 2.8	D: 15

70) COc1ccc(/C=N/N2CCOCC2)cc1O
  A: 0.2	B: -18	C: 0.0	D: 9

71) Cc1cc(C(=O)COC(=O)CCCNC(N)=O)c(C)n1-c1cccc(C(F)(F)F)c1
  A: -0.2	B: 6	C: -1.1	D: 3

72) CCN(c1ccccc1)c1nnc(NC(=O)Nc2cc(C)cc(C)c2)s1
  A: -0.1	B: 0	C: -0.4	D: 4

73) Cc1ccc(Nc2nnc(-c3ccc(C)c(S(=O)(=O)N4CCCCC4)c3)c3ccccc23)cc1
  A: 0.3	B: 6	C: 2.2	D: 5

74) O=C(O)COc1ccc(/C=C2/SC(=O)N(Cc3cccc([N+](=O)[O-])c3)C2=O)cc1
  A: 0.4	B: 8	C: -0.5	D: -5

75) COC(=O)C1=C(C)N(C)C(=S)NC1c1ccc(OC)cc1 (stereo not drawn)
  A: -0.1	B: 0	C: 0.5	D: -5

76) Cc1cccc(C(OC(=O)c2ccco2)C(=O)NCc2ccccc2)n1 (stereo not drawn)
  A: 0.3	B: -16	C: -0.4	D: 15

77) CCOc1ccc(CC(=O)Nc2cccc(-n3c(C)nc4ccccc4c3=O)c2)cc1
  A: -0.1	B: -6	C: 0.9	D: 7

78) O=C(COC(=O)c1ccc(I)cc1)NC1CC1
  A: -0.1	B: 5	C: -1.0	D: 7

79) O=C(Nc1cc(F)cc(F)c1)c1cccc([N+](=O)[O-])c1
  A: 1.4	B: 4	C: -0.7	D: 3

80) c1ccc2cc(-c3cnnc(NCc4ccon4)n3)ccc2c1
  A: 0.1	B: -40	C: 0.2	D: 14

81) Cc1ccc(/C(O)=C2\C(=O)C(=O)N(CCCN3CCOCC3)C2c2ccc(Cl)cc2)cc1 (stereo not drawn)
  A: 0.2	B: 5	C: -1.7	D: -3

82) Cc1ncc(CO)c(/C=N/NS(=O)(=O)Cc2ccccc2)c1O
  A: 0.2	B: 8	C: -0.5	D: -1

83) O=C(N1CCC(Cc2ccccc2)CC1)C(F)(F)F
  A: 0.2	B: -5	C: 1.2	D: 9

Rows were taken by chance; overall some 3.4% were active at least once.
